# From PubChem BioAssay
# CXXC DNA block: inhibitors of human MLL CXXC domain-DNA interaction; Q03164; MLL-CXXC / FITC-HOXA9 DNA fluorescence polarization; Potency, µM (series often up to 115 µM), for inactives: at the top dose activity change, negative = inhibition, hits mostly inhibitors; 290,000 tested, 0.037% active; AID 2662; active means well fitted inhibition curve with a large enough effect in the polarisation, with a control signal flat, not every such curve was filed as active; inconclusive means small, poorly fitted or top-dose-only effect, or effect the other way, or a change in a side signal; inactive means no such curve, though single readings can be large or run the other way; the % refers to the polarisation; further: potency means the concentration at half of the fitted maximal effect
#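 Fluorescence polarization: 7 uM MLL-CXXC (stock) preincubated 5 min with compounds, then 50 nM fluorescein-HOX-A9 DNA (stock) added; 30 min ambient. Buffer 50 mM Tris-HCl pH 7.5, 50 mM NaCl, 1 mM DTT, 0.05% BSA.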
# KCNH2 3.1 inh: inhibitors of human KCNH2 3.1 potassium channel isoform; activity change, % (tested at about 1.8 µM); U2OS KCNH2 3.1, thallium flux FluxOr; active compounds read low; 340,000 tested, 0.95% active;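 active means maximum activity change below -70%; inconclusive means maximum activity change from -70% to -50%; inactive means maximum activity change above -50%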;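 further: thallium influx rate constant from kinetic fluorescence after stimulation buffer; on the % scale 0 is the no-effect control and ±100 the full control effect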
#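 Thallium flux read-out: FluxOr dye with Red40 quencher in HBSS/HEPES, 45 min at RT. Rate constants from kinetic reads were normalized to positive and negative DMSO controls. Cells: U2OS virally expressing the 3.1 isoform.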
# KCNH2 WT inh: blocks the wildtype human KCNH2 potassium channel | 340,000 tested, 0.37% active | activity change, % at 1.84 µM | Q12809 | U2OS, BacMam KCNH2, thallium flux FluxOr; active compounds read low;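 active means maximum activity change below -70%; inconclusive means maximum activity change between -70% and -50%; inactive means maximum activity change above -50%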; further: on the % scale 0 is the no-effect control and ±100 the full control effect
#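 U2OS cells transduced with wild-type KCNH2 virus are loaded with FluxOr dye for 45 min, and thallium flux is measured in kinetic reads before and after stimulation buffer. Rate constants are normalized to DMSO controls.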
# Integrin act MD: integrin-mediated muscular dystrophy alleviation activation; alpha7betagal myoblasts, beta-gal FDG fluorescence, 48 h; Potency, µM (doses to about 38.3 µM), for the others: at the top dose activation, actives largely listed as activators; 350,000 tested, 0.064% active;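 further: potency means the concentration at half of the fitted maximal effect; 100% = response of the positive control SU9516; nearly all actives have a fitted effect of over 60% in size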
#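 Alpha7betagal+/- myoblasts (passage 13) were plated 16-24 hr, then exposed to compounds (1:260 dilution of DMSO stock) for 48 hours at 37C. After MPER lysis, β-galactosidase reporter activity was read as FDG fluorescence (ex 480/em 540) after 30 minutes.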
# S-ASM inh: human S-ASM enzyme inhibition; 340,000 tested, 0.006% active; placental ASM, HMU-PC fluorogenic substrate, 60 min; AID 504937; Potency, µM (top dose mostly 57.5 µM), for the others: at the top dose activity change, negative = inhibition, actives largely listed as inhibitors; further: potency means the concentration at half of the fitted maximal effect
#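 Fluorogenic HMU-PC substrate (9 uM final) is turned over by placental ASM in 60 min at 37 C after a 10 min compound preincubation. Reaction ended by alkaline stop (pH 10), with fluorescence read at 386/447 nm.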
# A-T KAP1 phos: potential ataxia-telangiectasia treatment; […] A-T fibroblasts, KAP-1 phosphorylation AlphaLISA; neocarzinostatin DNA damage 30 min before lysis; 320,000 tested, 0.19% active; AID 485349; Potency, µM (doses to about 57.5 µM), without a hit: top-dose activation, most hits filed as activators; further: potency means the concentration at half of the fitted maximal effect; % of control where 0% means no effect; nearly all actives have a fitted effect of over 45% in size
#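 hTERT-immortalized A-T patient fibroblasts ([…]), 500 cells/well in OPTI-MEM, 1% FBS, got compounds for 60 min, then NCS for 30 min at 37C. Lysates were then assayed for phospho-KAP-1 by AlphaLISA (anti-pKAP1 donor, anti-KAP1 acceptor beads), 6 hr at 25C.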
# GALK inh: blocks human galactokinase activity. P51570. AID 1868. 270,000 tested, 0.007% active. Potency, µM (series often up to 57.5 µM), without a hit: top-dose activity change, negative = inhibition, usual class: inhibitors. Purified GALK, Kinase-Glo residual ATP luminescence; further: potency means the concentration at half of the fitted maximal effect; on the % scale 0 is the no-effect control and ±100 the full control effect
# Target sequence (P51570 whole entry, looked up): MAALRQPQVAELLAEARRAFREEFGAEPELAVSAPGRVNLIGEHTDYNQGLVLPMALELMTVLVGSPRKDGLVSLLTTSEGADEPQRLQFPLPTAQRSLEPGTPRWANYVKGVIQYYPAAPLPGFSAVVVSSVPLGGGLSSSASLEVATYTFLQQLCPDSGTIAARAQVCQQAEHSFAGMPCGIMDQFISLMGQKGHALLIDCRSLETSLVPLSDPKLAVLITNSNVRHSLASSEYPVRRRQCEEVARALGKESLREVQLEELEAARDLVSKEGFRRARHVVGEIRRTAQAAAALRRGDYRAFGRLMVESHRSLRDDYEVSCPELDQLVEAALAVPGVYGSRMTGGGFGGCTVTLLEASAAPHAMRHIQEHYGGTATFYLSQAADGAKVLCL
#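 5 nM enzyme, 35 uM ATP, 100 uM galactose, 20 mM HEPES pH8.0, 5 mM MgCl2; 1 h RT; residual ATP by Kinase-Glo Plus luminescence, qHTS format.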
# MBNL1-CUG inh: blocks human MBNL1 binding to CUG repeat RNA; Q9NR56; TR-FRET MBNL1-His/biotin-(CUG)12 binding, 665/545 ratio; Potency, µM (series often up to 57.5 µM), for the others: at the top dose activity change, negative = inhibition, actives largely listed as inhibitors; 280,000 tested, 0.036% active; AID 2675; active means well fitted inhibition curve with a large enough effect in the signal ratio, with a control signal flat, not every such curve was filed as active; inconclusive means small, poorly fitted or top-dose-only effect, or effect the other way, or a change in a side signal; inactive means no such curve, though single readings can be large or run the other way; the % refers to the signal ratio; further: potency means the concentration at half of the fitted maximal effect; on the % scale 0 is the no-effect control and ±100 the full control effect
# Target sequence (Q9NR56 whole entry, looked up): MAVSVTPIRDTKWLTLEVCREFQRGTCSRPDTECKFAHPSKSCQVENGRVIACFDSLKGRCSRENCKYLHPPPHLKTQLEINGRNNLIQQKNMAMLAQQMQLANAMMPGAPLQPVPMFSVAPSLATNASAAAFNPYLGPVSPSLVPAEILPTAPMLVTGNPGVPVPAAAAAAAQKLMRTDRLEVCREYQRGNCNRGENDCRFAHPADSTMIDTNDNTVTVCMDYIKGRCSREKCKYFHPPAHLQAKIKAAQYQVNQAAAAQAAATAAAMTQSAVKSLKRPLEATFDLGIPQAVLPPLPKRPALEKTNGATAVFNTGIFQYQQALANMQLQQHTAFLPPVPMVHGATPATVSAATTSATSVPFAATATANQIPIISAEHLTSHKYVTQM
#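 Compounds (final 92 nM to 58 uM) are added to His-tagged MBNL1 and biotin-(CUG)12, then terbium anti-His antibody and streptavidin-XL665 (5 nM final). After 60 min at room temperature, the 665/545 nm ratio is read.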
# Coupling enz: counter-screen for Giardia aldolase inhibitors: coupling enzyme system; 290,000 tested, 0.67% active; coupling enzyme system counterscreen, AmpLite Red fluorescence; activity change, negative = inhibition, % at 58.2 µM, hits read low; AID 2472; in the data active means activity change below about -30%; further: on the % scale 0 is the no-effect control and ±100 the full control effect
#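 Counterscreen of the coupled detection system alone, without aldolase: glyceraldehyde-3-phosphate coupling enzymes plus AmpLite Red readout. Compounds at 57.5 uM final, 10 min RT preincubation, 20 min RT reaction, fluorescence 525/598 nm.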
# TRPV1 ag: human TRPV1 agonism | Q8NER1 | TRPV1-expressing cells, Fluo-8 calcium influx, agonist mode | activation, % at 8.33 µM | 320,000 tested, 0.19% active; in the data active means activation above about 80%; inconclusive means between about 30% and that limit; further: 0% is about no effect
#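 TRPV1-expressing cells were cultured overnight at 35.5C and loaded with Fluo-8 calcium dye for 40 to 90 min at room temperature. After a 10 s baseline, compound was added and calcium influx was read kinetically for 3 min (ex 480/em 520 nm).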
# * marks the source's active call; other numbers are inactive results; ? = inconclusive; . = not tested or not shown; & = joins results of further samples; [ ] = remark or other dose. Unless noted, the call rests on the fitted dose curve; in most records, active means well fitted curve in the direction sought with a large enough effect; inconclusive means small, poorly fitted or top-dose-only effect, or another doubt; inactive means no such curve, though single readings can be large; an effect the other way counts as inactive or inconclusive.
SMILES,CXXC DNA block,KCNH2 3.1 inh,KCNH2 WT inh,Integrin act MD,S-ASM inh,A-T KAP1 phos,GALK inh,MBNL1-CUG inh,Coupling enz,TRPV1 ag
CC(NC(=O)C1CCC(=O)N1Cc1ccccc1Cl)c1ccccc1 (configuration not stated),8%,-10,-23,9%,5%,1%,1%,-7%,0,-1
CN(C)CCCNC(=O)C[C@H]1C[C@H](C(=O)N2CCOCC2)[C@@]2(CCC3CCCC3)c3[nH]c4cc(CCC(=O)N(C)C)ccc4c3CCN2C1=O,.,3,2,13%,5%,8%,.,.,.,.
Cc1ccc(S(=O)(=O)NCCC(=O)Nc2cccc(S(N)(=O)=O)c2)cc1C,-11%,9,-4,5%,3%,-4%,5%,1%,5,-2
Cn1c(=S)[nH]c2[nH]c(=O)cnc2c1=O,12%,-1,3,0%,1%,0%,3%,-1%,0,3
COc1ccc(C(=O)CN2CCN(c3ccc(F)cc3)CC2)cc1,3%,10,17,1%,0%,0%,3%,2%,-1,1
COc1ccc(NC(=S)Nc2cccc([N+](=O)[O-])c2)cc1,2%,-3,-7,10%,-4%,-4%,2%,?,2,7
Cc1ccc(CNC(=O)CCS(=O)(=O)c2ccc3c(c2)oc(=O)n3C)cc1,61%[activator],-11,6,17%,4%,-18%,-7%,5%,.,-8
Cc1cc2ccccc2c(=O)n1CC(=O)NCC1COc2ccccc2O1 (configuration not stated),1%,3,6,-5%,0%,3%,-2%,5%,-1,0
O=C(N/N=C/C=C\c1cccc([N+](=O)[O-])c1)c1cccnc1,-7%,-1,-4,-27%,-3%,-7%,1%,?,2,0
Cc1ccnc2nc(C(=O)Nc3nnc(-c4ccccc4)o3)nn12,-7%,-2,-2,12%,4%,-3%,1%,8%,1,-4
C#CCNC(=O)C1=C[C@@H](c2cn(C(C)=O)c3ccccc23)C[C@@H](OCCCCO)O1,-3%,15,0,3%,9%,?,1%,23%,-3,0
COc1ccc(CCC(=O)OCC(=O)c2ccc(C)cc2)cc1,-2%,-3,-6,6%,-1%,-9%,-1%,7%,-6,12
COCc1[nH]nc2c1C(c1ccccc1F)C(C#N)=C(N)O2 (configuration not stated),-2%,0,-13,-18%,0%,3%,5%,0%,-2,-4
Nc1nc(N)c(N=O)c(OCC2CCCCC2)n1,9%,17,-9,.,2%,-13%,.,?,1&2,5
CCC(CC)C(=O)Nc1c2cnn(-c3ccccc3)c2nc(=O)n1-c1ccccc1,-11%,7,0,1%,2%,-3%,-4%,4%,5,1
COc1ccc(CC(CC(=O)O)C(=O)Nc2ccc(OC)cc2)cc1 (configuration not stated),-4%,5,-7,-24%,3%,5%,-2%,-1%,-1,-2
COC(OC)C1(C)C(C#N)=C(N)Oc2c1c(=O)oc1ccccc21 (configuration not stated),3%,2,-19,8%,1%,-10%,-1%,4%,0,2
O=C(C1CC(c2cccc(Br)c2)=NO1)N1CCc2ccccc2C1 (configuration not stated),4%,-19,-5,1%,-5%,0%,.,-10%,0,-1
CCOC(=O)C1CCN(S(=O)(=O)c2csc(C(N)=O)c2)CC1,-7%,17,3,25%,4%,3%,-5%,-6%,.,-6
CCCCCCCCCCCCCCCC(=O)Nc1ccn(C2OC(CO)C(O)C2O)c(=O)n1 (configuration not stated),.,23,-24,-14%,-3%,.,.,.,.,.
Cc1ccc(-n2c(SCC(=O)N/N=C/c3ccccc3OCC(=O)O)nc3ccccc3c2=O)cc1,0%,5,-14,-20%,1%,-14%,-5%,8%,5,0
Cc1ccc(NC(=O)COc2ncnc3sccc23)cc1S(=O)(=O)N(C)C,12%,13,4,-54%[inhibitor],2%,-3%,-1%,7%,0,-5
CCC(C)[C@H](NC(=O)OC(C)(C)C)C(=O)N/N=C/c1cccc2nccnc12 (some centres not stated),-1%,-8,-11,-12%,-1%,5%,-1%,?,0,-2
COc1ccc(N2CC(NC(=O)N(C)CCC#N)CC2=O)cc1 (configuration not stated),-9%,6,4,-7%,0%,1%,-1%,-9%,3,-2
Cc1cccc(Nc2nc(N)nc(CN3CCN(C)CC3)n2)c1,4%,2,33,3%,0%,6%,-2%,-13%,1,1

# (next part)
SMILES,CXXC DNA block,KCNH2 3.1 inh,KCNH2 WT inh,Integrin act MD,S-ASM inh,A-T KAP1 phos,GALK inh,MBNL1-CUG inh,Coupling enz,TRPV1 ag
CCCNC(=O)COC(=O)c1ccccc1OCC(=O)Nc1ccc(Br)cc1,6%,-14,10,6%,0%,20%,2%,-4%,5,?
COCCNC(=O)c1cc(-c2cccs2)on1,7%,-4,11,-41%,-3%,1%,0%,13%,0,0
O=C(Nc1ccccc1Cc1ccccc1)c1oc2ccccc2c1COc1ccccc1,11%,-26,6,-17%,-5%,24%,2%,3%,1,2
O=C(OCC(=O)N1CCc2ccccc21)c1ccccc1F,2%,2,-7,-24%,2%,-7%,-1%,4%,1,4
Cc1cc(SCC(=O)Nc2cccc(S(N)(=O)=O)c2)c(C)cc1Br,1%,-12,-3,?,-3%,6%,-1%,-4%,0,?
O=C1c2ccccc2/C(=C\C#Cc2ccccn2)N1c1ccccc1,.,8,-4,-45%[inhibitor],-30%,11%,.,.,.,.
CCOC(=O)c1[nH]c2ccc(Cl)cc2c1-c1ccccc1,1%,-4,-1,5%,0%,29%,-1%,-8%,3,20
O=C1CCCC(O)=C1N=Nc1ccc(C(=O)O)cc1,14%,6,-9,?,-1%,3%,.,?,0,0
CCOC(=O)C1CCN(C(=O)CSC2=NCCS2)CC1,5%,-8,-2,0%,2%,-2%,-2%,1%,-2,0
CCN(CC)CC(=O)N1c2ccccc2Sc2ccccc21,4%,18,2,6%,3%,-2%,1%,-3%,3,-3
COc1ccc(NS(=O)(=O)c2cc(NC(=O)C3CCCO3)ccc2N2CCCC2)cc1 (configuration not stated),-1%,7,-3,6%,3%,0%,-1%,-1%,-9,4
COCCn1c(SCC(=O)NC2(C#N)CCCCC2)nc2ccccc2c1=O,.,2,-4,6%,5%,-1%,.,.,.,6
COc1ccc(-c2cnnn2-c2ccc(NC(=O)c3ccc(S(=O)(=O)N4CCCCC4)cc3)cc2)cc1,-7%,5,10,2%,-11%,-2%,-1%,2%,0,-5
CCN(CC)c1ccc(C2=NNC(=O)CC2C)cc1[N+](=O)[O-] (configuration not stated),-5%,8,4,4%,-7%,-13%,0%,?,3,6
S=C(c1ccc2c(c1)OCO2)N1CCOCC1,-3%,-16,1,-10%,-1%,12%,-2%,-7%,2,4
Cc1ccc(C)c(C(=O)C(C)Sc2nc3nn(-c4ccccc4)c(=O)c-3c3n2CCCCC3)c1 (configuration not stated),4%,6,-4,16%,-19%,2%,2%,7%,-4,0
COc1ccc(NC(=O)CCCc2ccccc2)cc1OC,1%,-10,-1,34%,3%,12%,0%,1%,1,24
CCOC(=O)CSc1nc2c(c(=O)n1-c1ccc(OC)cc1)SCC2,2%,-25,71,-5%,1%,-6%,0%,6%,3,0
CC1(C)CC(=O)C(C=NCCN2CCN(C3CC(=O)N(c4ccc(Br)cc4)C3=O)CC2)=C(O)C1 (configuration not stated),2%,-9,3,-18%,0%,9%[11.5 µM],2%,-15%,-1,1
NNC(=O)c1cc2ccccc2cc1O,19%,0,-5,8%,1%,-4%,0%,-3%,0,0
COc1ccc(S(=O)(=O)N2CCCC2C(=O)Nc2ccc(C(C)=O)cc2)cc1 (configuration not stated),1%,-5,-6,15%,1%,-9%,0%,2%,0,1
CCNCc1cc(Br)c(OCC(=O)Nc2ccccc2)c(OC)c1,-5%,-20,-2,0%,0%,.,-2%,-20%,0,-1
O=C(CNS(=O)(=O)c1ccc(F)c(Cl)c1)N1CCCC1,6%,10,-8,-4%,3%,22%,-7%,3%,-1,-4
Cc1nc(-c2ccccc2)nc2[nH]c(-c3ccccc3)cc(=O)c12,6%,-25,-11,10%,46%[activator],-4%,0%,1%,0,2
CC1Cc2ccccc2N1S(=O)(=O)c1cccc(C(=O)NNC(=O)c2ccccc2F)c1 (configuration not stated),.,-2,-18,-17%,-2%,2%,.,.,.,7
S=C(NCc1ccc(Cl)cc1)NCc1ccccn1,1%,2,-5,0%,-2%,-5%,4%,-5%,0,13
CCCCN(C)C(=O)CCC(=O)NNc1nc2ccccc2c2nc(C)nn12,-20%,5,0,30%,-2%,2%,2%,.,0,-5
CCCNC(=O)CSc1n[nH]c(=O)n1CCc1ccccc1,?,3,12,-14%,3%,10%,3%,-1%,0,-1
